Screens from PubChem.
LEDGF integ inh: blocks HIV-1 LEDGF/p75-dependent DNA integration. inhibition, % at 3.7 µM. hit rate 0.64% among 370,000. TR-FRET IN-LEDGF/p75 DNA integration, Eu/Cy5;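 active = inhibition above the screen-wide mean plus 3 SD, cut at about 13% in these data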;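 also: signal is the Cy5 over europium emission ratio at 671 and 618 nm; 0% = plate median of compound wells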
PG9 Ab binder: binds the HIV-1 gp120 antibody PG9; TR-FRET gp120-PG9 antibody binding; inhibition, % at 6.7 µM; hit rate 0.43% among 360,000; AID 624416; in the data active = inhibition above about 8.5%
TDP2 inh: blocks human TDP2 phosphodiesterase activity; hit rate 0.34% among 370,000; O95551; inhibition, % at 12.8 µM; AID 720702; recombinant TDP2, T5PNP hydrolysis, p-nitrophenol absorbance 415 nm;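 active = inhibition above the mean of all tested compounds plus 3 SD, set per campaign, cut at about 25% in these data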;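 also: 0% = DMSO with enzyme and 100% = buffer with substrate but no TDP2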
Target sequence (O95551 whole entry, looked up): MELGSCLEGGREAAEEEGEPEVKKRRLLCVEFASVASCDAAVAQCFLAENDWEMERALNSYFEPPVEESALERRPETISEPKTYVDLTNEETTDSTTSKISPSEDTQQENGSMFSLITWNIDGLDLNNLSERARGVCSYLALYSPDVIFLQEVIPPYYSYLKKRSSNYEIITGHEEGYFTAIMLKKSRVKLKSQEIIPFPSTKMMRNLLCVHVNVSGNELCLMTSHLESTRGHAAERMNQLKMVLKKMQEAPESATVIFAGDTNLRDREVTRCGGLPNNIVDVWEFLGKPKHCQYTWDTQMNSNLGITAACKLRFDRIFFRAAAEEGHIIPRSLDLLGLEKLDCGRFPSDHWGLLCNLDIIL
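System – recombinant human TDP2 · Amount – 120 nM TDP2 per well · Buffer or medium – Mg2+-containing Tris-HCl buffer, pH 7.5 · Reagent – T5PNP substrate, 5 mM · Dosing – 12.8 µM single point, 1% DMSO · Incubation – 2 h at 37 °C · Measured by – epi absorbance · Read-out basis – percent inhibition · Benchmarks – high control without enzyme, low control DMSO plus TDP2 · Repeats – singlicate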
UHRF1 binding: blocks human UHRF1 binding to methylated DNA; UHRF1 binding to methylated oligo, TR-FRET; inhibition, % at 4.4 µM; Q96T88; hit rate 0.75% among 370,000; AID 687016; in the data active = inhibition above about 21%;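 also: UHRF1 SRA domain binding a hemimethylated CpG hairpin DNA probe; 0% = median of test compound wells and 100% = reference inhibitor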
DDE Tn7 FP inh: disrupts Tn7 cyclic peptide binding to fibrin D-Dimer-E complex | FP displacement of FITC-Tn7 peptide from fibrin DD(E); 0% = median of compound wells per plate | hit rate 0.13% among 370,000 | inhibition, % at 8.3 µM;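 active = inhibition above the mean of compounds falling within the control limits plus 3 SD of them, cut at about 14% in these data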;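 also: 0% = plate median of compound wells and 100% = 10 µM Aha-Tn7 peptide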
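Measure: % inhibition scaled between sample-field median and high-control FP; Test system: human fibrin DD(E); Quantity: 2 µM final DD(E) protein; Doses: one dose, 8.3 µM nominal; Schedule: compound with protein 10 min, then 3 h after probe, room temperature; Detection: fluorescence polarization; Medium: Tris buffer with calcium and detergent, pH 7.8.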
SIAE inh: blocks human sialic acid acetylesterase | SIAE FP-Rh probe binding, fluorescence polarization | inhibition, % at 9.66 µM | Q9HAT2 | hit rate 0.69% among 370,000;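 active = inhibition above a cutoff: mean of compounds within the control limits plus 3 SD of those, cut at about 17% in these data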;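 also: 0% = plate median of compound wells and 100% = probe without SIAE protein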
Target sequence (Q9HAT2 whole entry, looked up): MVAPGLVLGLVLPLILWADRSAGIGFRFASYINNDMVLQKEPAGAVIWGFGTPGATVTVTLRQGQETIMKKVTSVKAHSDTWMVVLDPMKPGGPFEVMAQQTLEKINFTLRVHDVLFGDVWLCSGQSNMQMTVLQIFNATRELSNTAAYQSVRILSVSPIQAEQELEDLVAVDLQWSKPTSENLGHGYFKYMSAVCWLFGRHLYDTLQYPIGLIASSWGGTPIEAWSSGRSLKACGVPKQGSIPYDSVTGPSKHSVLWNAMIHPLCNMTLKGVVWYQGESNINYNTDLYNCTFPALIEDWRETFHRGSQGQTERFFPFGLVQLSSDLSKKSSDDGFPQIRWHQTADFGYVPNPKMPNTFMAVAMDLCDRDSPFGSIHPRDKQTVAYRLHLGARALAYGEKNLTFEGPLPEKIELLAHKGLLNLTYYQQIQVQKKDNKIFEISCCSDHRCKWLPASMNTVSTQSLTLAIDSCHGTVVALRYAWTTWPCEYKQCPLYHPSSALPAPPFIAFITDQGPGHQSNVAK
mABHD4 FP: inhibitors of mouse ABHD4 | purified mABHD4, FP-Rh probe fluorescence polarization | inhibition, % at 8.92 µM | hit rate 0.54% among 370,000 | AID 720543 | Q8VD66;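 active = inhibition exceeding the mean over every tested compound plus 3 SD, cut at about 30% in these data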;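 also: 0% = plate median of compound wells and 100% = S159A mutant with DMSO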
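System: mouse ABHD4 enzyme, wild type / Medium: HEPES pH 7.0, NaCl, Pluronic buffer / Reagent: FP-Rh activity-based fluorescent probe / Control set: S159A mutant high control, sample median low control / Detection: fluorescence polarization with parallel and perpendicular emission, 525/598 nm / Schedule: 45 min + 60 min at 25 °C / Compound dosing: 8.92 µM, single dose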
HTRA1 inhibitor: HTRA1 (human) protease inhibition; recombinant HTRA1, FP-rhodamine activity-based probe, fluorescence polarization; inhibition, % at 5.96 µM; hit rate 0.5% among 340,000; in the data active = inhibition above about 36%;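 also: 0% = enzyme with DMSO and 100% = wells lacking enzyme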
PRMT1 inh: blocks human protein arginine methyltransferase 1. Q99873. recombinant PRMT1, activity-based probe fluorescence polarization. inhibition, % at 2.79 µM. hit rate 1.3% among 370,000. AID 652257;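 active = inhibition above about 21% made by adding two undisclosed values, limit read from the data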
TCR CD3 inh: human TCR-CD3 binding inhibition; inhibition, % at 9.4 µM; hit rate 0.37% among 360,000; AID 651800; TAMRA-labeled TCR probe fluorescence, biochemical; in the data active = inhibition above about 19%;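 also: recombinant mutant TCR 2C K166C tagged with TAMRA read by polarization; 0% = receptor in buffer alone and 100% = receptor with positive control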
The depositor's hits bear a star; / = no result given.

#1 O=C(CCl)N(Cc1cccc([N+](=O)[O-])c1)c1cccc(Cl)c1
#2 COc1ccccc1CNc1ncnc2c1cnn2-c1ccccc1
#3 Cc1sc2ncnc(N3CCN(S(=O)(=O)c4ccc(C(C)(C)C)cc4)CC3)c2c1C
#4 CC(=O)N1CC(C)Sc2ccc(S(=O)(=O)NCc3ccc(F)cc3)cc21 (centres undefined)
#5 CCOC(=O)C1=C(N)c2ccccc2CC1C1CCCC1 (centres undefined)
#6 CCC(Sc1ccccn1)C(=O)Nc1nnc(C)s1 (centres undefined)

assay / entry	1	2	3	4	5	6
LEDGF integ inh	-2	4	2	-4	1	-2
PG9 Ab binder	-2.6	-0.1	-1.8	0.5	-1.6	-0.3
TDP2 inh	-6	-3	-5	-4	18	1
UHRF1 binding	0	0	-1	4	-2	-1
DDE Tn7 FP inh	-6	-3	-1	3	7	9
SIAE inh	10	-9	-6	0	-7	-7
mABHD4 FP	6	-16	-3	0	-3	1
HTRA1 inhibitor	2	-27	-7	1	-10	-2
PRMT1 inh	-3	-3	-1	0	-5	0
TCR CD3 inh	6	-2	-1	-6	3	0

#7 Cc1nc2ccc(NC(=O)c3cc([N+](=O)[O-])cc([N+](=O)[O-])c3Cl)cc2s1
#8 COC(=O)c1cccc(Nc2ncnc3sccc23)c1
#9 Cc1cc(NC(=O)Cc2ccccc2)c2ccccc2n1
#10 COC(=O)c1cc(C(=O)OC)n(Cc2ccc(Cl)cc2Cl)n1
#11 CCCCNC(=O)C1C(c2ccc(C(F)(F)F)cc2)=Nc2ccccc2N1C(=O)c1cccc(C(F)(F)F)c1 (centres undefined)
#12 Cc1ccccc1OCC1Cn2c(nc3c2c(=O)[nH]c(=O)n3C)O1 (centres undefined)

assay / entry	7	8	9	10	11	12
LEDGF integ inh	0	2	1	-4	0	-1
PG9 Ab binder	0.3	0.1	-0.9	2.2	-0.2	-0.3
TDP2 inh	5	9	-5	-8	4	1
UHRF1 binding	-9	-4	-2	8	1	-1
DDE Tn7 FP inh	-5	-2	-1	-3	-8	-3
SIAE inh	-45	-5	10	-1	-5	-5
mABHD4 FP	5	5	-1	5	3	3
HTRA1 inhibitor	-14	-9	0	-10	/	1
PRMT1 inh	15	1	-6	-1	-4	0
TCR CD3 inh	0	3	10	1	8	3

#13 Cc1nnc(N2C(=O)C(=O)/C(=C(/O)c3ccc4c(c3)OCCO4)C2c2cccc([N+](=O)[O-])c2)s1 (centres undefined)
#14 S=C(Nc1ccccc1)N1CCOCC1
#15 O=C(Nc1ccc(OC(F)F)cc1)c1cc(S(=O)(=O)N2CCOCC2)ccc1F
#16 CN(C)CCn1c(=N)n(CC(O)c2ccc(Cl)c(Cl)c2)c2ccccc21 (centres undefined)
#17 CCCNC(=O)c1cc2c(c(-c3cccc(-c4cc5ccccc5o4)c3)n1)[C@@H](CCO)N(C(=O)NC(C)C)C2
#18 O=C(NCc1ccccn1)c1ccc(NC(=O)c2ccco2)cc1

assay / entry	13	14	15	16	17	18
LEDGF integ inh	4	1	-5	0	-4	0
PG9 Ab binder	-3.2	-1.5	-0.8	-0.4	0.1	-3.2
TDP2 inh	-9	3	-9	-6	-9	4
UHRF1 binding	0	1	0	0	28*	-2
DDE Tn7 FP inh	-1	3	-2	0	7	-4
SIAE inh	-4	-1	1	-4	-12	0
mABHD4 FP	-6	5	-4	7	-24	-3
HTRA1 inhibitor	-8	-5	0	10	/	9
PRMT1 inh	-3	2	0	-2	1	-2
TCR CD3 inh	0	-6	-9	0	10	5

Complete entries, quoted from the list. Screens in order: LEDGF integ inh, PG9 Ab binder, TDP2 inh, UHRF1 binding, DDE Tn7 FP inh, SIAE inh, mABHD4 FP, HTRA1 inhibitor, PRMT1 inh, TCR CD3 inh
O=C(NCc1ccccn1)c1ccc(NC(=O)c2ccco2)cc1 is entered as 0, -3.2, 4, -2, -4, 0, -3, 9, -2, 5
Cc1nnc(N2C(=O)C(=O)/C(=C(/O)c3ccc4c(c3)OCCO4)C2c2cccc([N+](=O)[O-])c2)s1 (centres undefined) is entered as 4, -3.2, -9, 0, -1, -4, -6, -8, -3, 0
CN(C)CCn1c(=N)n(CC(O)c2ccc(Cl)c(Cl)c2)c2ccccc21 (centres undefined) is entered as 0, -0.4, -6, 0, 0, -4, 7, 10, -2, 0
S=C(Nc1ccccc1)N1CCOCC1 is entered as 1, -1.5, 3, 1, 3, -1, 5, -5, 2, -6
O=C(Nc1ccc(OC(F)F)cc1)c1cc(S(=O)(=O)N2CCOCC2)ccc1F is entered as -5, -0.8, -9, 0, -2, 1, -4, 0, 0, -9

Continuation.
#19 CC1CCCCC1NC(=O)NC(=O)CCl (centres undefined)
#20 CCC(=O)Nc1nc(C)c(C(=O)NC2CCCCC2)s1
#21 CCCn1c(C)cc(/C=C(\C#N)C(=O)OCC(=O)Nc2ccc(OC)c(Cl)c2)c1C
#22 COc1ccc(NC(=O)C(=O)c2cn(CC(=O)N3CCOCC3)c3ccccc23)cc1OC
#23 CCOC(=O)C1CCCN(S(=O)(=O)c2cc(OCC(=O)NC3CCCCC3)c(C)cc2Cl)C1 (centres undefined)
#24 Cc1ccc(-c2nc3ccccc3c(=O)n2O)cc1

assay / entry	19	20	21	22	23	24
LEDGF integ inh	4	2	0	-4	1	-6
PG9 Ab binder	-0.9	-1.6	-0.4	-0.2	0.0	0.9
TDP2 inh	-3	5	7	-20	3	0
UHRF1 binding	1	1	-2	3	-1	1
DDE Tn7 FP inh	-5	-3	-4	-1	-6	-2
SIAE inh	3	3	-7	-2	6	0
mABHD4 FP	3	-2	1	-8	-2	10
HTRA1 inhibitor	6	5	-4	3	0	-2
PRMT1 inh	2	2	0	10	-2	-1
TCR CD3 inh	8	2	1	-5	-3	-1

#25 CC1S/C(=N/N=C/c2ccco2)N(Cc2ccccc2)C1=O (centres undefined)
#26 CC(/C=C/c1ccccc1)=N\NC(=O)CNC(=O)c1ccccc1Cl
#27 CC1CCN(CC(=O)N2CCCc3c2c(=O)oc2ccc(OCc4ccccc4)cc32)CC1
#28 COc1ccccc1C1(O)CCN(C(=O)c2cccs2)CC1
#29 Cc1cccc(C2c3[nH]c4ccccc4c3CCN2C(=O)c2nn(C)c(=O)c3ccccc23)n1 (centres undefined)
#30 Cc1ccc(S(=O)(=O)c2nc(Nc3nccs3)sc2Cl)cc1

assay / entry	25	26	27	28	29	30
LEDGF integ inh	5	-3	1	-1	2	0
PG9 Ab binder	-1.7	-3.7	-0.2	1.5	0.8	-0.8
TDP2 inh	-1	7	-19	-3	0	2
UHRF1 binding	2	-2	5	-3	-2	9
DDE Tn7 FP inh	-3	-4	0	0	-2	-4
SIAE inh	0	2	-4	-3	-3	-1
mABHD4 FP	-9	-3	-7	-2	15	14
HTRA1 inhibitor	/	-8	-50	4	-26	-26
PRMT1 inh	3	-1	4	-1	2	-2
TCR CD3 inh	-11	1	-3	2	2	-3

#31 O=C(O)CN1CCc2ccccc2C1
#32 CC#CCCc1nc2ccccc2c(=O)n1N
#33 O=C(Nc1ccc(Cl)cc1)P(=O)(O)c1ccccc1
#34 O=C(Nc1ccc2oc(-c3cccnc3)nc2c1)c1ccc2c(c1)OCCO2
#35 CCc1ccc2c(CC(=O)Nc3cccc(S(=O)(=O)N4CCOCC4)c3)coc2c1
#36 COc1cccc(CNC(=O)[C@@H]2CCCN2C(=O)[C@H]2CCCCN2C(=O)c2ccccc2C)c1

assay / entry	31	32	33	34	35	36
LEDGF integ inh	2	0	4	-33	1	-2
PG9 Ab binder	-3.6	-0.3	-0.2	-9.8	-1.1	-1.2
TDP2 inh	-3	0	-12	15	-1	5
UHRF1 binding	2	2	1	11	0	0
DDE Tn7 FP inh	-2	-4	4	-2	-3	0
SIAE inh	-4	7	1	-20	-18	3
mABHD4 FP	-4	13	-1	-5	-26	5
HTRA1 inhibitor	6	7	-1	-20	-50	/
PRMT1 inh	-1	2	-5	0	3	0
TCR CD3 inh	-2	-1	8	27*	0	-1

#37 CCOc1ccc(S(=O)(=O)N2CCN(S(=O)(=O)c3ccc(C)c(C)c3)CC2)cc1
#38 Cc1noc(NS(=O)(=O)c2ccc(NC(=O)c3cc(F)c(F)c(F)c3F)cc2)c1C
#39 CCc1ccc(CN2CCC(Oc3ccc(C(=O)N4CCCC4)cc3)CC2)cc1
#40 C=CCN(CC#Cc1ccc(C(F)(F)F)cc1)Cc1ccc(OC)cc1OC
#41 OC(COC(c1ccccc1)c1ccccc1)CN1CCOCC1 (centres undefined)
#42 O=C(/C=C/c1ccc(Cl)cc1)NCc1cccs1

assay / entry	37	38	39	40	41	42
LEDGF integ inh	-2	-1	-4	-1	-4	2
PG9 Ab binder	0.3	0.4	-1.9	/	-0.9	-0.6
TDP2 inh	3	9	-7	-1	-4	11
UHRF1 binding	4	1	4	4	6	-2
DDE Tn7 FP inh	2	4	4	4	6	0
SIAE inh	-2	-4	4	-5	-6	5
mABHD4 FP	3	9	3	-1	2	4
HTRA1 inhibitor	4	-1	-5	/	-3	-5
PRMT1 inh	4	1	1	-3	2	2
TCR CD3 inh	-9	3	-3	/	-8	6

#43 CCSC(=N)N
#44 CCOc1c2ccccc2nn1CCOC
#45 CC1(C)Cc2ccccc2-c2nc(NCCCO)[nH]c(=O)c21
#46 CC(=O)N1CCC(N(CCN2CCOCC2)C(=S)Nc2cccc(C)c2C)CC1
#47 COc1ccc(/C=C2\SC(=O)N(CCC(=O)N3CCCCC3)C2=O)cc1OC

assay / entry	43	44	45	46	47
LEDGF integ inh	3	-1	1	0	1
PG9 Ab binder	-0.5	-1.8	0.2	-0.1	-2.0
TDP2 inh	1	-2	0	10	10
UHRF1 binding	-2	1	-2	5	0
DDE Tn7 FP inh	-2	-5	3	-8	1
SIAE inh	6	5	4	0	7
mABHD4 FP	-7	1	-1	2	4
HTRA1 inhibitor	-1	-2	11	6	-1
PRMT1 inh	-4	1	0	-2	0
TCR CD3 inh	9	-5	4	-7	5
